Rv3671c inh: Rv3671c serine protease inhibitors, primary screen, biochemical, fluorescence polarization, M. tuberculosis H37Rv; 0.048% of 320,000 active; inhibition, % at 5.96 µM; AID 2606, 2010; P9WHR9; in the data active means inhibition above about 38%;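 further: extracellular domain of Rv3671c used as enzyme; 0% = enzyme with DMSO and 100% = no enzyme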
Mtb UGM inh: M. tuberculosis UGM enzyme inhibitors, primary screen, biochemical, fluorescence polarization, single point | UDP-galactopyranose mutase (Mycobacterium tuberculosis (strain ATCC 25618 / H37Rv)), … | inhibition, % at 10 µM | purified UGM, fluorescence polarization probe displacement | 0.06% of 320,000 active; in the data active means inhibition above about 10%, passing the limit was not always enough
Target sequence (P9WIQ1 whole entry, looked up): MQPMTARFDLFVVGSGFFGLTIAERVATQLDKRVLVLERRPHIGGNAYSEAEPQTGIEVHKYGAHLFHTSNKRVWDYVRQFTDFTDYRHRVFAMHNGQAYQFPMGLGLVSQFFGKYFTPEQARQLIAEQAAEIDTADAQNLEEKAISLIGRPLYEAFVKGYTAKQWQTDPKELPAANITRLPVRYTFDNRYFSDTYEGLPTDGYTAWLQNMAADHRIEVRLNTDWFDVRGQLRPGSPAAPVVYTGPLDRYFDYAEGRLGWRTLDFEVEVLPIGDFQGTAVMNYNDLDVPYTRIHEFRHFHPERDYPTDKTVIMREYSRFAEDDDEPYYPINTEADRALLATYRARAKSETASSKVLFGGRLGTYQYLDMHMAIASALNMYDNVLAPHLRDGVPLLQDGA
MazF activator: activators of E. coli MazEF toxin-antitoxin RNase, primary screen, biochemical, fluorescence, uHTS | Endoribonuclease toxin MazF (Escherichia coli (strain K12)), P0AE70 | FAM/BHQ RNA-DNA oligo cleavage fluorescence, 5 h | activation, % at 20 µM | 0.32% of 350,000 active | AID 504720, 2011; in the data active means activation above about 50%
Target sequence (P0AE70 whole entry, looked up): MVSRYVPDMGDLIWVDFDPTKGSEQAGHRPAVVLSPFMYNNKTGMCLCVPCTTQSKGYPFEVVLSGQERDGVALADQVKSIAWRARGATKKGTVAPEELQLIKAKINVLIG
Mtb FBA inh: Mtb FBA enzyme inhibitors, primary screen, biochemical, fluorescence, strain H37Rv; purified M. tuberculosis FBA, fluorescence read-out; inhibition, % at 1 µM; 2.3% of 360,000 active; in the data active means inhibition above about 27%;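 further: 0% = vehicle and 100% = reference inhibitor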
Target sequence (P9WQA3 whole entry, looked up): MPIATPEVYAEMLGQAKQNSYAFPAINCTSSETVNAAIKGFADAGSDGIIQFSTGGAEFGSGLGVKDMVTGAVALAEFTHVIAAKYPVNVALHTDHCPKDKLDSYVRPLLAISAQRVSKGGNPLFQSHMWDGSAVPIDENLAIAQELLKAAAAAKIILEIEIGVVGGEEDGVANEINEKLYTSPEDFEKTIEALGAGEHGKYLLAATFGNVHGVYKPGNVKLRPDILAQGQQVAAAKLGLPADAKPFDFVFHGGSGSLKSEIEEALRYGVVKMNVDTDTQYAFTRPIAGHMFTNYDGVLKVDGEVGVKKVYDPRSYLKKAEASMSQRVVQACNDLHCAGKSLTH
FadD28 FP inh: inhibitors of FadD28 bisubstrate probe binding, primary screen, biochemical, fluorescence polarization, single point; Mycobacterium tuberculosis FadD28 fatty-acid-AMP ligase; inhibition, % at 12.5 µM; 0.22% of 360,000 active; AID 588549, 2011; in the data active means inhibition above about 8.5%, passing the limit was not always enough
BoNT F protease: BoNT/F light chain protease inhibitors, primary screen, biochemical, flow cytometry, MLPCN library; AID 588497, 2011; Multiplex microsphere protease cleavage assay; inhibition, % at 10 µM; 0.22% of 360,000 active; in the data active means inhibition above about 35%, passing the limit was not always enough; further: plate controls were buffer without enzyme for full effect and enzyme alone for no effect
GDH-TPI inh: GDH-TPI coupling enzyme inhibitors, primary screen, artefact control for M. tuberculosis FBA inhibitor project, biochemical, absorbance, full deck. GDH-TPI coupled enzyme counterscreen, NADH absorbance. inhibition, % at 4.8 µM. 1.2% of 360,000 active; in the data active means inhibition above about 30%;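 further: 0% = DMSO wells and 100% = wells lacking the enzyme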
PrPC surface inh: inhibitors of human cell surface prion protein PrPC, primary screen, cell-based, TR-FRET | Major prion protein (Homo sapiens), P04156 | inhibition, % at 13.8 µM | TR-FRET read-out | 0.43% of 370,000 active; in the data active means inhibition above about 24%; further: 0% = median of the test wells and 100% = reference compound wells
BioA inh: M. tuberculosis BioA enzyme inhibitors, primary screen, biochemical, plate reader, single point, HTS; purified M. tuberculosis BioA enzyme; inhibition, % at 9.99 µM; AID 602481, 2012; 0.096% of 360,000 active; 7,8-diaminopelargonic acid synthase BioA (Mycobacterium tuberculosis); in the data active means inhibition above about 40%
* = called active by the depositor; · = not tested or not shown; & = joins results of further samples.

SMILES | Rv3671c inh | Mtb UGM inh | MazF activator | Mtb FBA inh | FadD28 FP inh | BoNT F protease | GDH-TPI inh | PrPC surface inh | BioA inh
CCOc1cc(C2C3=C(CCCC3=O)Nc3nc(C(=O)OC)nn32)ccc1OC (stereo not given) | -3 | -1.5 | 0 | 5 | -0.3 | 1 | 8 | 3 | ·
COc1ccc(-n2c(=O)c3ccccc3n(CC(=O)NC3CCCC3)c2=O)cc1 | -7 | -0.8 | 8 | 2 | -3.8 | -1 | -8 | -4 | -0.1
CCCCCc1nc2c(=O)[nH]c3ccccc3c2o1 | 0 | 1.7 | -10 | 6 | 0.4 | -5 | 18 | 6 | -0.1
CC1CCN(S(=O)(=O)Cc2ccccc2Cl)CC1 | -15 | 1.1 | 2 | 2 | 0.0 | 6 | 5 | 0 | -1.2
COC(C(=O)Nc1cccc(F)c1)c1ccccc1 (stereo not given) | -3 | -0.9 | 2 | 1 | -0.9 | 0 | 9 | -4 | ·
Cc1ccccc1Oc1nc2ccccc2n2cnnc12 | -2 | -1.5 | 7 | -3 | -0.9 | 0 | -3 | 9 | ·
O=C(/C(Cl)=C/Nc1ccc(Br)cn1)C(F)(F)F | 11 | -2.6 | 0 | -1 | -2.6 | -2 | 15 | 4 | ·
Cc1ccc(NS(=O)(=O)c2ccc3c(c2)c(=O)n(C)c(=O)n3C)cc1F | -8 | -0.7 | 4 | 0 | -2.0 | -4 | 3 | 4 | 3.6
COC(=O)[C@H](Cc1ccccc1)NS(=O)(=O)N[C@@H](Cc1ccccc1)C(=O)OC | 8 | 0.6 | 2 | 0 | 0.0 | -4 | -2 | 6 | -0.1
CCOC(=O)N1CCN(c2nc3ccccc3nc2C(C#N)S(=O)(=O)c2ccc(C)cc2)CC1 (stereo not given) | 4 | 2.1 | -30 | 4 | -1.0 | -1 | 1 | 1 | ·
C=CCn1c(SCC(=O)C23CC4CC(CC(C4)C2)C3)nc(O)cc1=O | 4 | 0.6 | 1 | 2 | -1.3 | 2 | 6 | 6 | -1.5
CCOC(=O)CSc1nc2ccccc2n2cnnc12 | 8 | 1.6 | -6 | 1 | -0.8 | -17 | 8 | -4 | 0.8
CCN(CCO)c1ccc(Nc2cc(-c3ccc(-c4ccccc4)cc3)ncn2)cc1 | · | · | · | 2 | -2.4 | -12 | 10 | 11 | -0.4
CCN(CC)C(=O)c1ccc2nc3ccccc3nc2c1 | 0 | 1.7 | 7 | -2 | -0.4 | -5 | 11 | -46 | ·
Cc1ccc(N=CC2=C(O)CC(C)(C)CC2=O)nc1 | 3 | -0.1 | 2 | 2 | -1.7 | 6 | 26 | 7 | -0.9
COc1ccc(C(=O)NC2CCN(CC(=O)NCc3ccccc3)CC2)cc1 | 0 | 0.1 | 5 | -2 | · | -5 | -14 | -7 | ·
COC(=O)c1ccc(CSc2nc3ccccc3[nH]2)o1 | 1 | -0.8 | 2 | 1 | 0.1 | -4 | 13 | 7 | 0.5
COC(=O)C(CC(=O)c1ccc(Cl)cc1)c1ccc(C)cc1 (stereo not given) | 2 | 0.9 | -2 | -1 | -0.8 | 1 | 7 | -5 | -1.3
FC(F)(F)c1ccnc(N2CCN(Cc3cnc(-c4ccccc4)[nH]3)CC2)c1 | 0 | 4.5 | -6 | 3 | 2.3 | -12 | -1 | 6 | -1.2
COc1ccc(C2(CNC(=O)/C=C/c3ccco3)CCCC2)cc1OC | -1 | -1.0 | 2 | -2 | -4.0 | 3 | 3 | -4 | 6.0
O=C(c1ccc2oc(CCCc3ccccc3)nc2c1)N1CCCCC1CO (stereo not given) | · | -1.4 | 3 | 4 | -0.9 | -2 | -4 | -4 | 0.7
O=C(COC(=O)c1ccc(Cl)c(S(=O)(=O)N2CCCCCC2)c1)Nc1ccccc1 | -41 | 1.4 | -7 | 0 | 62* | -7 | 3 | -2 | ·
COc1ccc(N(C(=O)CCC(=O)Nc2cc(C)on2)C(C(=O)NC2CCCC2)c2ccco2)cc1 (stereo not given) | 5 | 1.7 | 11 | -3 | -3.5 | 13 | -5 | -2 | ·
C=CCn1c(N)cc(=O)nc1SCC(=O)Nc1ccc(C(=O)OC)cc1 | -6 | 0.5 | -3 | 2 | -1.8 | -3 | 2 | 0 | 0.4
CC1=NN(C(=O)c2ccc(Cn3ccc([N+](=O)[O-])n3)cc2)C(O)(C(F)(F)F)C1 (stereo not given) | 3 | -0.2 | 3 | 3 | -0.2 | 0 | 12 | 3 | -2.4

3 structures from above, ordered by SMILES length, high to low.
SMILES | Rv3671c inh | Mtb UGM inh | MazF activator | Mtb FBA inh | FadD28 FP inh | BoNT F protease | GDH-TPI inh | PrPC surface inh | BioA inh
CC1=NN(C(=O)c2ccc(Cn3ccc([N+](=O)[O-])n3)cc2)C(O)(C(F)(F)F)C1 (stereo not given) | 3 | -0.2 | 3 | 3 | -0.2 | 0 | 12 | 3 | -2.4
CCOC(=O)N1CCN(c2nc3ccccc3nc2C(C#N)S(=O)(=O)c2ccc(C)cc2)CC1 (stereo not given) | 4 | 2.1 | -30 | 4 | -1.0 | -1 | 1 | 1 | ·
COC(=O)c1ccc(CSc2nc3ccccc3[nH]2)o1 | 1 | -0.8 | 2 | 1 | 0.1 | -4 | 13 | 7 | 0.5

Returning to the listing, repeating the 5 entries before the break.
SMILES | Rv3671c inh | Mtb UGM inh | MazF activator | Mtb FBA inh | FadD28 FP inh | BoNT F protease | GDH-TPI inh | PrPC surface inh | BioA inh
O=C(c1ccc2oc(CCCc3ccccc3)nc2c1)N1CCCCC1CO (stereo not given) | · | -1.4 | 3 | 4 | -0.9 | -2 | -4 | -4 | 0.7
O=C(COC(=O)c1ccc(Cl)c(S(=O)(=O)N2CCCCCC2)c1)Nc1ccccc1 | -41 | 1.4 | -7 | 0 | 62* | -7 | 3 | -2 | ·
COc1ccc(N(C(=O)CCC(=O)Nc2cc(C)on2)C(C(=O)NC2CCCC2)c2ccco2)cc1 (stereo not given) | 5 | 1.7 | 11 | -3 | -3.5 | 13 | -5 | -2 | ·
C=CCn1c(N)cc(=O)nc1SCC(=O)Nc1ccc(C(=O)OC)cc1 | -6 | 0.5 | -3 | 2 | -1.8 | -3 | 2 | 0 | 0.4
CC1=NN(C(=O)c2ccc(Cn3ccc([N+](=O)[O-])n3)cc2)C(O)(C(F)(F)F)C1 (stereo not given) | 3 | -0.2 | 3 | 3 | -0.2 | 0 | 12 | 3 | -2.4
Cc1ccccc1C1NC(=O)Cc2ccccc21 (stereo not given) | 9 | -5.1 | 4 | 5 | -1.3 | 6 | 5 | 6 | 2.8
COc1cc(C(=O)NC2CCN(Cc3ccccc3)CC2)cc(Cl)c1OC(C)C | 0 | -0.5 | 7 | 1 | -2.8 | -22 | -2 | -3 | 0.1
O=C(CCn1cnc(-c2ccccc2)c1-c1ccccc1)N/N=C/c1ccc(O)cc1 | 0 | -0.2 | 4 | 2 | -3.9 | 3 | 11 | 12 | 0.7
O=c1c(C=Nc2cccnc2Cl)c(O)n(CCCCl)c(=O)n1C1CCCCC1 | -22 | -1.1 | -56 | -1 | -2.3 | -2 | 9 | 3 | ·
COc1ccc(/C=N/NC(=O)c2cccnc2)cc1O | 12 | 1.7 | 8 | -2 | -2.3 | 8 | 14 | -1 | 11
COc1cc(NC(=O)c2cccc3c(-c4cnn(C)c4)coc23)cc(OC)c1OC | · | · | · | 0 | -1.3 | -6 | -4 | 20 | 1.8
O=C(CC(=O)c1ccccc1O)c1ccc(F)cc1 | 0 | 2.2 | -1 | -3 | -0.1 | -8 | 8 | 11 | ·
CCCCC(O)(c1ccc(F)cc1)C(CN1CCOCC1)c1ccc(Cl)cc1 (stereo not given) | -9 | -0.1 | 5 | 1 | -3.9 | -13 | -6 | 1 | 0.3
Cc1cccc(C(=O)Nc2ccc(C(=O)/C=C/c3cccnc3)cc2)c1 | -121 | 2.2 | -7 | 0 | -5.8 | -5 | 19 | 3 | -2.5
Cc1ccc(-c2c(C(=O)N/N=C/C3CC=CCC3)nnn2-c2nonc2N)cc1 (stereo not given) | -2 | 2.6 | -8 | 1 | -1.1 | 3 | 2 | 2 | -2.0
Cc1ccc(Nc2cc(=O)[nH]c(=O)[nH]2)cc1Cl | 0 | -1.8 | 5 | -1 | -0.6 | -3 | -3 | 5 | 0.9
Fc1cccc(CCN2CCNC[C@@H]2CC2CCCCC2)c1 | -8 | -2.1 | 4 | -2 | -2.8 | -17 | -2 | -5 | 0.0
COc1cc(NC(=O)c2c3c(nc4ccccc24)CCC3)cc(OC)c1 | 4 | -0.3 | 18 | 2 | -0.9 | 13 | 5 | -9 | -1.8
CCOC(=O)c1c(NC(=O)CC2SC(=NC)N(C)C2=O)sc(C)c1C (stereo not given) | -1 | 1.5 | -3 | -1 | -4.0 | -12 | 10 | -2 | ·
Cc1ccc(C(=O)COC(=O)CCS(=O)(=O)c2ccccc2)cc1[N+](=O)[O-] | 2 | -3.4 | 12 | -1 | 1.3 | · | -6 | -12 | -0.1
CC(C)(C)NC(=O)COC(=O)c1ccc(Cl)cc1O | 7 | 0.1 | -10 | 1 | 0.3 | -4 | 5 | 4 | -0.6
CC(C)c1c(O)nc(SCC(=O)N2CCCCC2)[nH]c1=O | 4 | -0.9 | -8 | -1 | -1.1 | -9 | 12 | -4 | -0.6
Cc1ccc2sc(N(CCCN(C)C)C(=O)CCS(=O)(=O)c3ccccc3)nc2c1C | -13 | -2.6 | 18 | 7 | 0.4 | 3 | 5 | 12&1 | -1.1
COCCn1nnnc1C(c1cccs1)N1CCN(c2cc(C)ccc2C)CC1 (stereo not given) | -2 | -0.7 | -1 | 1 | -1.3 | -16 | 12 | 1 | 0.5
CN(C)S(=O)(=O)n1ccnc1 | 0 | -1.1 | 0 | -1 | -3.0 | -6 | -7 | -1 | ·
CCCCOc1ccc(C(=O)N/C(=C\c2cccc([N+](=O)[O-])c2)C(=O)OCc2ccco2)cc1 | -3 | 0.7 | 2 | -3 | -1.9 | -2 | 15 | -5 | -1.1
O=c1c2ccsc2ncn1Cc1ccc(Cl)cc1 | 2 | -0.6 | 3 | 4 | -3.1 | -6 | -11 | 2 | 0.4
O=C(Nc1nc(-c2cccs2)cs1)c1ccc([N+](=O)[O-])o1 | -1 | -0.4 | -8 | -4 | -1.1 | 2 | 12 | -1 | -1.9
O=C(COC(=O)CCS(=O)(=O)c1ccc(Cl)cc1)NCCc1ccccc1 | -10 | -0.2 | 0 | -1 | -2.0 | 0 | 0 | -1 | 0.9
COc1ccc(N2CCN(C(=S)NC(C)c3ccccc3)CC2)cc1 (stereo not given) | 2 | -1.3 | -2 | -2 | -0.3 | 1 | 0 | -1 | ·
O=C(c1ccc(Cl)cc1)c1cnc(Nc2ccccc2Cl)s1 | -31 | 2.8 | 14 | 1 | -3.9 | -7 | 8 | 18 | -0.3
O=C(NCC(=O)N1CCN(S(=O)(=O)c2c(F)cccc2F)CC1)c1ccccc1F | · | · | 0 | 2 | -1.2 | 28 | 6 | 2 | -2.6
CSc1ccccc1C(=O)NC1CCCN(Cc2ccccc2F)C1 (stereo not given) | -3 | 0.9 | -5 | 4 | -0.1 | 0 | 4 | 0 | -0.9
CCOC(=O)CN(c1ccccc1)S(=O)(=O)c1ccc(F)cc1 | -6 | 1.0 | 4 | -1 | -3.3 | -3 | -1 | 6 | -0.4

Profiles as entered above. Screens in order: Rv3671c inh | Mtb UGM inh | MazF activator | Mtb FBA inh | FadD28 FP inh | BoNT F protease | GDH-TPI inh | PrPC surface inh | BioA inh
`CCN(CCO)c1ccc(Nc2cc(-c3ccc(-c4ccccc4)cc3)ncn2)cc1` is entered as · | · | · | 2 | -2.4 | -12 | 10 | 11 | -0.4
`COc1ccc(-n2c(=O)c3ccccc3n(CC(=O)NC3CCCC3)c2=O)cc1` is entered as -7 | -0.8 | 8 | 2 | -3.8 | -1 | -8 | -4 | -0.1
`Cc1ccccc1C1NC(=O)Cc2ccccc21` (stereo not given) is entered as 9 | -5.1 | 4 | 5 | -1.3 | 6 | 5 | 6 | 2.8
